DDE Tn7 FP inh: inhibitors of Tn7 peptide binding to human fibrin DD(E). P02675. FP displacement of FITC-Tn7 peptide from fibrin DD(E); 0% = median of compound wells per plate. inhibition, % at 8.3 µM. actives 0.13% (n = 370,000);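 active = inhibition above the mean of compounds falling within the control limits plus 3 SD of them, cut at about 14% in these data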;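 note: 0% = plate median of compound wells and 100% = 10 µM Aha-Tn7 peptide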
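system = human fibrin DD(E) protein | quantity = DD(E) 2 µM final | medium = Tris/NaCl/CaCl2 buffer, pH 7.8 | also added = labelled Tn7 tracer, 0.1 µM | compound dosing = single point at 8.3 µM | timing = compound with protein 10 min, then 3 h after probe, room temperature | signal = FP measurement | benchmarks = Aha-Tn7 high control | repeats = one replicate per compound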
TDP2 inh: blocks human TDP2 phosphodiesterase activity | O95551 | recombinant TDP2, T5PNP hydrolysis, p-nitrophenol absorbance 415 nm | inhibition, % at 12.8 µM | actives 0.34% (n = 370,000);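 active = inhibition above the mean of all tested compounds plus 3 SD, set per campaign, cut at about 25% in these data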;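 note: 0% = DMSO with enzyme and 100% = buffer with substrate but no TDP2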
Target sequence (O95551 whole entry, looked up): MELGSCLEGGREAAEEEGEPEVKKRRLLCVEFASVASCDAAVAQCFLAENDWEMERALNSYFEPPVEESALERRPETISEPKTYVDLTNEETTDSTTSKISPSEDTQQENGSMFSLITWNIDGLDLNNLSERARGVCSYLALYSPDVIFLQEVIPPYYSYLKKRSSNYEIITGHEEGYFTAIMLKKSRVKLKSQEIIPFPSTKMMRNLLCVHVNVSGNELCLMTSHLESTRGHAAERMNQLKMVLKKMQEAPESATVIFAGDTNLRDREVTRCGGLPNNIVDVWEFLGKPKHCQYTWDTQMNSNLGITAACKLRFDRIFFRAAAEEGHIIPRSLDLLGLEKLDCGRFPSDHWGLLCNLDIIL
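Material: recombinant human TDP2; quantity: TDP2 enzyme at 120 nM final; medium: Tris-HCl pH 7.5 with MgCl2; compound: single concentration, 12.8 µM nominal, with 1% DMSO; incubation: 2 h enzyme incubation at 37 °C; signal: epi absorbance; measure: percent inhibition; benchmarks: high control without enzyme, low control DMSO plus TDP2; repeats: singlicate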
Tn6 DDE FP: inhibitors of Tn6 peptide binding to human fibrin DD(E); P02675; Fibrin DD(E) TRITC-Tn6 fluorescence polarization displacement; inhibition, % at 8.3 µM; actives 0.21% (n = 370,000); AID 720509;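 active = inhibition above a per-campaign cutoff: mean of compounds within control limits plus 3 SD, cut at about 15% in these data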;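 note: 0% = median of all compound wells on the plate and 100% = blocking peptide control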
PRMT1 FP inh: inhibitors of human PRMT1; Q99873; recombinant PRMT1, activity-based probe fluorescence polarization; inhibition, % at 2.79 µM; actives 1.3% (n = 370,000); AID 652257;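 active = inhibition above about 21% made by adding two undisclosed values, limit read from the data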
Target sequence (Q99873 whole entry, looked up): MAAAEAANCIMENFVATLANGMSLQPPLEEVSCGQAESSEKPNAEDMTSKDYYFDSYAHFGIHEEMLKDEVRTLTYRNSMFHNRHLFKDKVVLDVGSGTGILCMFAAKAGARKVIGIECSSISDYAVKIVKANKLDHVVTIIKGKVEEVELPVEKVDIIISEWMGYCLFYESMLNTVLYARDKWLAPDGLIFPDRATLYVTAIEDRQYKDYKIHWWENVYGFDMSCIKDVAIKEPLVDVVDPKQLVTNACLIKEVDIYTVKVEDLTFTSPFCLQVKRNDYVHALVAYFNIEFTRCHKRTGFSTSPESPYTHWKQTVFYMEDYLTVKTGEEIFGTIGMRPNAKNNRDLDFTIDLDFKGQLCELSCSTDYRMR
MBD2 DNA inh: blocks human MBD2 binding to methylated DNA. inhibition, % at 4.4 µM. actives 0.31% (n = 370,000). Q9UBB5. TR-FRET, MBD2 binding to methylated oligonucleotide; in the data active = inhibition above about 13%
SIAE primary: blocks human sialic acid acetylesterase. AID 1053197. Q9HAT2. actives 0.69% (n = 370,000). inhibition, % at 9.66 µM. SIAE FP-Rh probe binding, fluorescence polarization;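 active = inhibition above a cutoff: mean of compounds within the control limits plus 3 SD of those, cut at about 17% in these data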;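 note: 0% = plate median of compound wells and 100% = probe without SIAE protein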
UHRF1 MBD2 ctr: UHRF1 methyl-DNA binding inhibition; Q96T88; UHRF1 binding to methylated oligo, TR-FRET; inhibition, % at 4.4 µM; actives 0.75% (n = 370,000); AID 687016; in the data active = inhibition above about 21%;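 note: UHRF1 SRA domain binding a hemimethylated CpG hairpin DNA probe; 0% = median of test compound wells and 100% = reference inhibitor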
TCR CD3 inh: inhibitors of human TCR-CD3 interaction. TAMRA-labeled TCR probe fluorescence, biochemical. inhibition, % at 9.4 µM. actives 0.37% (n = 360,000). AID 651800; in the data active = inhibition above about 19%;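 note: recombinant mutant TCR 2C K166C tagged with TAMRA read by polarization; 0% = receptor in buffer alone and 100% = receptor with positive control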
proKLK7 act: activators of human kallikrein-7 zymogen | purified proKLK7, EDANS-DABCYL substrate fluorescence; 100% is mature enzyme control, 0% vehicle | activation, % at 7 µM | actives 0.9% (n = 370,000);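 active = activation above the mean of all tested compounds plus 3 SD, computed per campaign excluding outliers beyond control limits, cut at about 13% in these data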
Target sequence (P49862 whole entry, looked up): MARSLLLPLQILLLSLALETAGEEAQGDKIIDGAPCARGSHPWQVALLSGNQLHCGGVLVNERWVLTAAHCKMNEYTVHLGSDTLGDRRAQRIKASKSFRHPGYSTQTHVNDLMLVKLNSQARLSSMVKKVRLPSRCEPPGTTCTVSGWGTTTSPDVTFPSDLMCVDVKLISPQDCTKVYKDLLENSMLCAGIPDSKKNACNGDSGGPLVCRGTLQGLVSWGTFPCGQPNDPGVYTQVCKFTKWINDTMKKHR
LEDGF integ inh: blocks HIV-1 LEDGF/p75-dependent DNA integration; TR-FRET IN-LEDGF/p75 DNA integration, Eu/Cy5; inhibition, % at 3.7 µM; actives 0.64% (n = 370,000); AID 743269;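 active = inhibition above the screen-wide mean plus 3 SD, cut at about 13% in these data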;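 note: signal is the Cy5 over europium emission ratio at 671 and 618 nm; 0% = plate median of compound wells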
Active calls of the source: *; . = no result given.

DDE Tn7 FP inh,TDP2 inh,Tn6 DDE FP,PRMT1 FP inh,MBD2 DNA inh,SIAE primary,UHRF1 MBD2 ctr,TCR CD3 inh,proKLK7 act,LEDGF integ inh,Molecule
0,-7,-12,5,9,-4,4,-2,-0.3,-3,COc1ccc(NC(=O)NCCN2CCN(c3ccc(C)cc3)CC2)c(Cl)c1
-1,-17,0,-1,2,6,2,2,-0.5,4,CCOC(=O)C1=NN(c2ccccc2C)C2=NC(C)=C(C(=O)OC)C(c3cccc(OC)c3)N12 (stereo not drawn)
-7,-13,-3,0,0,5,0,-6,0.7,0,CC(=O)c1cccc(N(C(=O)CNC(=O)c2ccco2)C(C(=O)NC2CCCC2)c2ccco2)c1 (stereo not drawn)
3,-10,7,1,-6,3,-2,5,0.1,0,Cc1ccc(OCCC(=O)OCC(=O)Nc2ccc3c(c2)OCO3)cc1
0,8,6,2,3,-1,0,4,-0.9,-1,Cc1cc(C)nc(NC(=O)c2ccc(C)o2)n1
-8,0,-8,-1,1,4,-2,1,-0.1,-1,O=S(=O)(Nc1n[nH]c(C(F)(F)F)n1)c1ccccc1
-5,-10,3,34*,0,-2,1,4,-0.3,2,NC(=O)CC(NSc1ccccc1[N+](=O)[O-])C(=O)O (stereo not drawn)
1,2,2,-1,-1,-4,1,0,-0.4,0,COc1cc2c(cc1NC(C)=O)CCCC2
6,-13,1,-2,-6,0,0,-4,0.4,4,COc1cc(OC)cc(C(=O)N[C@H](C(=O)Nc2nc(-c3ccc(OC)c(OC)c3)cs2)C(C)C)c1
-2,2,-2,8,5,4,-8,-5,-0.5,2,C(=N\Nc1nncc2ccccc12)/c1ccccc1
0,6,2,-5,0,1,-1,3,-0.2,2,CN1CCCCCC1C(=O)N1CCC(N2CCC(C(=O)N3CCOCC3)CC2)CC1 (stereo not drawn)
-2,-19,-3,35*,-4,-1,10,-8,0.3,2,CCOC(=O)CSC1=C(C#N)C(=O)NC(c2ccc(OC)cc2)S1 (stereo not drawn)
5,-3,6,-4,-2,4,0,-1,0.4,-2,COc1ccc(-c2nc(N)n[nH]2)cc1
-7,-4,-2,-3,6,-4,-2,-4,0.3,2,CCOC(=O)N1CCC(N(CCOC)C(=O)Nc2ccc(CC)cc2)CC1
9,-1,9,12,1,12,1,-1,0.3,2,Cc1ccc(-n2c(CNc3ccc(C)c(Cl)c3)n[nH]c2=S)cc1
2,0,-5,4,0,-5,2,-6,-0.4,-2,O=C(NCCN1CCOC1=O)C1CCC(=O)N(CCc2ccc(Cl)cc2)C1 (stereo not drawn)
2,-3,3,1,0,0,-1,1,-0.3,-4,O=C(Oc1ccccc1N1C(=O)CCC1=O)c1ccco1
0,11,-1,-2,-1,-15,0,-4,0.5,-1,CCN(CC)S(=O)(=O)c1cccc(NC(=O)COC(=O)c2[nH]c(C)c(C(C)=O)c2C)c1
-1,13,3,-2,0,-4,1,1,-0.6,-2,Cc1ccccc1S(=O)(=O)Cc1ccc(C(=O)NC2CCCCCC2)o1
-3,2,7,1,-2,0,12,4,0.3,0,O=C1OC(N2CCN(C(=O)C3CCCO3)CC2)c2ccccc21 (stereo not drawn)

DDE Tn7 FP inh,TDP2 inh,Tn6 DDE FP,PRMT1 FP inh,MBD2 DNA inh,SIAE primary,UHRF1 MBD2 ctr,TCR CD3 inh,proKLK7 act,LEDGF integ inh,Molecule
-9,-1,-1,1,-7,1,0,2,0.0,5,CCOC(=O)CSc1nc(C)cc2c1C(=O)OC2
3,1,11,-2,-4,2,-2,-3,0.1,-2,CCCCNS(=O)(=O)c1cccc(NC(=O)[C@@H]2O[C@H](CO)[C@@H](O)[C@H]2O)c1
7,-10,-2,0,-2,5,-1,3,-0.6,-2,Cc1cc(NC(=O)CSc2nc(C(C)(C)C)nc3ccccc23)no1
-2,8,4,4,-4,-6,1,9,0.3,0,O=C(NC1CC(=O)N(c2ccccc2)C1)C1CC1 (stereo not drawn)
-2,5,0,0,-4,0,-2,4,-218,-2,Cc1cccc(C2=NN(c3ccc(Br)cc3)[C@@H](C(=O)N3CCOC3=O)[C@@H]2c2ccc(F)cc2)c1
3,-10,4,0,-19,1,-15,-4,0.4,-4,O=[N+]([O-])c1ccc(C=NN2CCOCC2)s1
-5,12,8,-2,1,-1,3,-5,-0.2,1,Cc1ccc(-n2c(N)cc(=O)nc2SCC(=O)NC2CCCCC2)cc1C
4,4,3,3,-4,3,1,8,-0.2,-4,CCNC(=O)N(CC)C[C@H]1N[C@@](CC)(C(=O)OC)[C@H]2C(=O)N(Cc3ccccc3)C(=O)[C@@H]12
2,1,1,3,4,5,3,-5,-0.4,3,c1ccc2cc(CCO[C@H]3CCCCO3)ncc2c1
-4,3,2,-3,1,-1,0,11,-1.7,0,CC(=O)Nc1ccccc1-c1nc2ccc(C(=O)N3CCN(c4cccc(C)c4)C(C)C3)cc2[nH]c1=O (stereo not drawn)
1,8,-6,2,-1,4,-1,0,0.3,-1,Cc1nnc(SCC(=O)Nc2ccc(O)cc2)c2ccccc12
-1,-13,4,-5,-5,-1,1,-6,-0.6,4,Cc1ccc(C)c(NC(=O)CSc2nnc(-c3cc(C)[nH]n3)n2N)c1
-7,3,-1,2,0,-7,0,-8,0.3,1,CC(C)Nc1ccc(-n2nc3ccccc3[n+]2[O-])cc1
6,7,8,-1,-7,0,0,8,0.1,3,COC(=O)C1CC(=O)N(Cc2ccccc2)C1 (stereo not drawn)
-3,-4,3,-2,0,-19,12,12,-1.8,3,CC(=O)Nc1nc2cc(C(N)=O)ccc2s1
-9,-3,-4,1,-3,3,0,6,0.1,0,COc1cc([C@@H]2CC=C(C(=O)O)CN2S(=O)(=O)c2ccc(C)cc2)cc(OC)c1OC
2,0,6,2,-3,2,4,8,0.0,-1,Cc1nc(SCC(=O)O)n[nH]1
0,10,-5,28*,-7,5,1,1,3.4,3,O=C(O)C1OC(Oc2cc3oc(-c4ccccc4)cc(=O)c3c(O)c2O)C(O)C(O)C1O (stereo not drawn)
-3,15,10,3,1,1,0,-2,-0.6,-3,CCOc1ccc(CC(=O)Nc2nccs2)cc1OCC
-5,-1,1,2,-2,-7,0,-4,0.4,-2,COC(=O)c1c(NC(=O)C2CC2)sc(C(=O)Nc2ccccc2)c1C

DDE Tn7 FP inh,TDP2 inh,Tn6 DDE FP,PRMT1 FP inh,MBD2 DNA inh,SIAE primary,UHRF1 MBD2 ctr,TCR CD3 inh,proKLK7 act,LEDGF integ inh,Molecule
2,12,-2,0,1,4,2,-2,-0.4,-4,CCc1cccc2c1NC(=O)C21OCCO1
2,5,-6,5,-3,-5,0,0,0.6,2,C[n+]1ccc(C(=O)Nc2ccccc2Cl)cc1
8,5,7,-3,-4,8,0,6,0.4,1,CCOc1ccc(NC(=O)CN(C)C(=O)c2cc([N+](=O)[O-])ccc2N2CCCCC2)cc1OCC
-7,-16,-2,4,8,-10,6,-2,0.5,0,Cn1nc(-c2ccccc2)c(C#N)c1Sc1cccc(Cl)c1
-8,31*,-4,1,0,2,4,-1,-0.6,-2,c1ccc(OCCN2CCOCC2)cc1
2,-2,-11,-2,1,-2,-4,1,-0.3,5,CC(=O)Nc1ccc(NC(=O)CSc2nnc3ccc(-c4cccnc4)nn23)cc1
-3,-10,1,-3,-2,0,-4,-2,0.3,3,O=C(NCCCn1ccnc1)c1ccc(Br)c(S(=O)(=O)N2CCOCC2)c1
-6,-9,-5,-4,-2,-9,2,0,-0.3,-1,COC(=O)C1=C(C)N(C)C(=O)NC1c1cccc2ccccc12 (stereo not drawn)
-9,-10,1,-4,3,-18,3,-2,0.4,6,CC(=O)c1ccc(S(=O)(=O)NCCCC(=O)N(C)Cc2ccc3c(c2)OCO3)cc1
-3,18,0,-3,3,-2,-3,5,-0.6,5,CCn1c2ccccc2c2cc([N+](=O)[O-])ccc21
0,2,3,0,1,0,0,-3,1.3,-4,CCC(C)NC(=O)CNC(=O)c1nn(-c2ccc(OC)c(Cl)c2)c(=O)c2ccccc12 (stereo not drawn)
-2,19,-2,3,0,4,2,9,-0.8,-1,O=C(O)CCNc1ccc2c(c1)OCCO2
1,-3,0,-3,3,1,-3,.,-0.3,6,O=C(c1ccccc1)N1CC[C@H]2[C@H](CCCN2Cc2cc(F)cc(F)c2)C1
-2,1,8,1,-5,1,0,1,0.7,16*,CCC(C)(C)NC(=O)C(c1cccc(OC)c1OC)N(C(=O)CCC(=O)Nc1cc(C)on1)C(C)C (stereo not drawn)
-8,2,4,1,-6,-1,-2,7,0.4,2,N#CC1=C(N)OC2=C(C(=O)CC(c3ccccc3)C2)C1c1ccc2c(c1)OCO2 (stereo not drawn)
1,-7,6,-4,-4,-9,0,-4,89*,-2,COc1cc(OCc2ccccc2)c2c(CCC(=O)O)cc(=O)oc2c1
-1,9,-2,-4,0,-1,1,-2,0.2,-3,COC(=O)c1ccc(N2CCN(C)CC2)c(NC(=O)COc2ccccc2)c1
-1,0,-2,-1,6,-1,1,.,0.8,-3,O=C(CCc1ccccc1)N[C@H]1[C@H](O)CCC[C@@]12C(=O)N(Cc1ccccc1)c1ccc(-c3ccccc3)cc12
-2,0,2,-1,-3,-5,1,-1,-0.3,-1,CC(C)(C)c1ccc(C(O)c2ncc(-c3cccc(F)c3)[nH]2)cc1 (stereo not drawn)
2,14,-6,5,-1,6,-9,-1,-11,0,COc1ccc(NC(=O)c2sc3nc(N4CCCC4)c4c(c3c2N)CC(C)(C)OC4)cc1

DDE Tn7 FP inh,TDP2 inh,Tn6 DDE FP,PRMT1 FP inh,MBD2 DNA inh,SIAE primary,UHRF1 MBD2 ctr,TCR CD3 inh,proKLK7 act,LEDGF integ inh,Molecule
-6,-21,-1,-4,-7,1,3,-11,-0.2,5,COc1ccc2c(c1)OC(=O)CC2c1cc(OC)c(OC)c(OC)c1 (stereo not drawn)
2,15,-4,0,3,4,-2,-2,0.0,2,Cc1ccc(N2C(=O)CSC2=S)cc1C
1,0,1,1,5,-4,4,-2,0.1,0,Cc1cc(NC(=O)c2ccc3c(c2)OCO3)no1
0,-3,1,-1,2,-5,16,2,-0.4,-1,CC(=O)N1CCc2cc(Br)cc(S(=O)(=O)NCC3CCCO3)c21 (stereo not drawn)
3,4,-2,-1,-1,2,-3,6,-2.9,1,C=CCN(CC=C)Cc1c(C)[nH]c2ccc(C(=O)OCC)cc2c1=O
2,-11,2,-3,1,-1,-2,5,0.0,0,C(=N\n1cnnc1)/c1cccc(OCCOc2ccccc2)c1
-3,5,-1,0,2,10,0,6,-0.1,0,COc1ccccc1N(C(=O)c1ccco1)C(C(=O)NC1CCCC1)c1cccs1 (stereo not drawn)

Source: PubChem
